High-throughput results deposited in PubChem BioAssay by several laboratories.
ABCB6 inh 2: human ABCB6 transporter inhibition | Q9NP58 | K562-ABCB6 porphyrin accumulation, flow cytometry, 1 h; hits give low values | fluorescence ratio to DMSO, % at 10 µM | 360,000 compounds, 0.19% hits | AID 602162;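 active = fluorescence ratio to DMSO below 75%, the collection mean minus 3 SD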;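 also: signal is porphyrin accumulated inside mitochondria; 100% equals median channel fluorescence of DMSO control wells; lower ratio means ABCB6 inhibition with less porphyrin fluorescence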
MC4R ag barr: activates human MC4R beta-arrestin recruitment. P32245. U2OS MC4R beta-arrestin complementation, luminescence; percent of melanotan II response, DMSO zero. activation, % at 8.9 µM. 360,000 compounds, 0.98% hits. AID 540308;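 active = activation above a per-plate cutoff, the mean activation of sample wells on that plate plus 3 SD, cut at about 8% in these data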
Target sequence (P32245 whole entry, looked up): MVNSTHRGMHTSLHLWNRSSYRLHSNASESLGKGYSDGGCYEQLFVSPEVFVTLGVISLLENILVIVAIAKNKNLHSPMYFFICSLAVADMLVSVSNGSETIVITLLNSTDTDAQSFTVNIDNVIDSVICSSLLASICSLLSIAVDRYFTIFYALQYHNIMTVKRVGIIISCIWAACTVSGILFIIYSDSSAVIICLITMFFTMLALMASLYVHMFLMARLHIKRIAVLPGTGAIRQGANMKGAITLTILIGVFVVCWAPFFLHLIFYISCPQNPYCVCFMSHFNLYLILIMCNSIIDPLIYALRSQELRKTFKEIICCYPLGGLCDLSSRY
N-glyco inh: blocks N-linked glycosylation in D54 reporter cells; 360,000 compounds, 0.23% hits; reporter increase, % at 12.5 µM; D54 ERlucT glycosylation luciferase reporter, 24 h; percent of 100 nM tunicamycin response;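 active = mean luciferase reporter signal, scaled so untreated is 0 and the glycosylation-blocking control 100, at or above a set limit in every replicate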;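 also: luciferase carries N-glycosylation sites so blocking glycosylation raises the light; 0% = median of neutral control wells and 100% = median of 100 nM tunicamycin wells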
PDI turbidity: PDI (human) enzyme inhibition; P07237; PDI insulin aggregation turbidity, A650, 90 min; inhibition, % at 10 µM; 350,000 compounds, 0.052% hits; AID 588391;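 active = mean inhibition across replicates of 30% or more, whatever share of single replicates reach that level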;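 also: absorbance from insulin aggregation driven by PDI reduction with DTT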
MC4R antagonist: human MC4R antagonism in cAMP assay | P32245 | inhibition, % at 6.5 µM | MC4R-expressing cells, MTII-stimulated cAMP, LANCE TR-FRET | 360,000 compounds, 0.48% hits;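 active = inhibition above its plate's cutoff, the mean of tested wells on that plate plus 3 SD, cut at about 29% in these data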;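 also: 0% = Melanotan II alone and 100% = Melanotan II plus saturating MCL0020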
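Assay system: U2OS cells stably expressing human melanocortin 4 receptor (MC4R) / Dosing: 6.5 µM / Timing: compound 30 min, challenge 1 h, detection 1 h / Measured by: Eu-cAMP/anti-cAMP TR-FRET, emission 671 nm / Replicates: singlicate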
Granule exo inh: blocks lytic granule exocytosis. TALL-104 LAMP-1 surface exposure, flow cytometry; cells stimulated with thapsigargin and PMA. inhibition, % at 10 µM. 360,000 compounds, 0.66% hits. AID 651702;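 active = inhibition above about 55%, limit read from the data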
H9c2 protect: myocardial damage modulation in H9c2 cells; 360,000 compounds, 0.63% hits; protection from H2O2 cell death, % at 20 µM; H9c2 cardiomyocytes, H2O2 injury protection, ATPLite, 2 h; AID 588492;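 active = compounds giving at least 50% protection of heart cells from peroxide-induced death in the single-dose screen, raw or plate-pattern-corrected value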;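 also: 0% = DMSO wells with peroxide and 100% = DMSO wells without peroxide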
CaV13 FRET inh: Disruptors of the CACNA1D IQ motif to Ca2+-dependent inactivation inhibitor domain association, primary screening, Förster resonance energy transfer in intact living … | 340,000 compounds, 0.098% hits | HEK cells, CFP/YFP FRET ICDI-IQ, plate reader, 10 min; percent FRET-ratio fall versus neutral wells | inhibition, % at 12.3 µM;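 active = mean replicate inhibition of at least 30% and at least 1% of replicates passing that level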;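 also: 0% = median of the neutral control wells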
ABHD5-PLIN5 inh: ABHD5-PLIN5 protein interaction inhibition. Q00G26+Q8WTS1. Split G. princeps luciferase complementation, luminescence, 4 h. inhibition, % at 4 µM. 360,000 compounds, 0.78% hits. AID 602281;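 active = inhibition above the mean inhibition across every tested compound plus 3 SD, cut at about 22% in these data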;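 also: 0% = DMSO only wells and the 100% control is not disclosed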
HTR2A ag: activates the mouse 5-HT2A serotonin receptor | P35363 | CHO-K1 mHTR2A beta-arrestin complementation, luminescence; percent of 30 µM serotonin response | activation, % at 7.6 µM | 360,000 compounds, 0.66% hits | AID 624169;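 active = activation above a run cutoff, the mean activation of all tested compounds plus 3 SD, cut at about 14% in these data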;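 also: 0% = plate median of compound wells and 100% = 30 µM serotonin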
Target sequence (P35363 whole entry, looked up): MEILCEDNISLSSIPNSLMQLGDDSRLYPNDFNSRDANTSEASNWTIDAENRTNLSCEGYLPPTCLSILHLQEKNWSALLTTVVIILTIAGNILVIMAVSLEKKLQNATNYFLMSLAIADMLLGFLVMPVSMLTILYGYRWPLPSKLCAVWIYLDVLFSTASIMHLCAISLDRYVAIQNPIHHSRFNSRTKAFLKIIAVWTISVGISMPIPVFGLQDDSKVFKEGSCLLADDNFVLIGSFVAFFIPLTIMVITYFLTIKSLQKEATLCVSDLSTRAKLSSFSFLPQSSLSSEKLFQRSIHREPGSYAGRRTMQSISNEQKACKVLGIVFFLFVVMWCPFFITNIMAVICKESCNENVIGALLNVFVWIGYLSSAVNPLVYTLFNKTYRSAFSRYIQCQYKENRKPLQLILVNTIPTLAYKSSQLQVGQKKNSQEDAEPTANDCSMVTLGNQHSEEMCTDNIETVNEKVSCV
An asterisk follows results filed as active; . = no result given; & = joins results of further samples; ! = repeats disagree.

SMILES	ABCB6 inh 2	MC4R ag barr	N-glyco inh	PDI turbidity	MC4R antagonist	Granule exo inh	H9c2 protect	CaV13 FRET inh	ABHD5-PLIN5 inh	HTR2A ag
CC(=O)C(C)Oc1ccc(Cc2ncc(C(F)(F)F)cc2Cl)cc1 (centres undefined)	93.0	0.5	-0.5	-7.3	0.5	3.7	-5.0	-1.4	-2.4	6.2
COc1ccc(C(=O)NN)cc1	92.0	2.4	2.1	-0.7	11.0	-3.7	-0.2	6.4	-0.9	3.6
O=C(COC(=O)C1CC(=O)N(Cc2ccco2)C1)Nc1ccc(F)cc1F (centres undefined)	96.0	-1.0	1.1	-2.7	10.9	1.1	-2.1	-3.2	10.8	-0.9
O=C(CCc1ccccc1)N1CCN(C(=O)CCc2ccccc2)CC1	95.0	-1.0	1.0	1.2	12.3	5.6	7.9	-6.6	0.1	7.6
O=C(ONc1ccc(N=NC(=O)c2ccccc2O)cc1)c1ccccc1	99.0	-2.5	-7.6	-1.5	-1.6	0.6	-11.3	-8.5	2.5	2.0
O=C(c1cc(COc2ccc(F)cc2Cl)on1)N1CC[C@@H]2CCCC[C@H]2C1	105.0	-2.6	1.4	3.7	-4.3	1.0	-7.2	-6.3	-2.9	-6.9
COc1ccc(C(=O)N2CCOC2CNC(=O)C(=O)NCCc2ccccc2OC)cc1 (centres undefined)	99.0	-2.5	1.8	-0.5	-2.0	0.4	5.1	.	-6.6	5.4
COc1ccc(CNC(=O)CSc2ncnc3ccccc23)cc1OC	96.0	-4.2	-3.0	-2.9	13.3	-2.1	21.4	-1.3	-0.7	-3.3
COc1ccc(C(=O)NC(=S)Nc2cccc(Cl)c2N2CCOCC2)cc1[N+](=O)[O-]	94.0	-1.2	0.6	3.7	8.2	2.2	2.6	-2.5	-7.5	-2.9
Cc1cccn2c(=O)c3cc(C#N)c(=O)n(Cc4cccnc4)c3nc12	101.0	-1.6	0.4	4.1	9.6	-0.5	8.4	-1.8	3.9	-0.1
CC(OC(=O)C1CCCCC1)C(=O)Nc1cccc(Cl)c1 (centres undefined)	94.0	0.2	-0.1	-1.1	-1.0	0.9	-11.0	-1.4	-5.5	1.7
O=C(O)C1Cc2ccccc2CN1C(=O)COc1ccc(Cl)cc1Cl (centres undefined)	101.0	1.3	1.8	-0.1	5.5	-1.4	-2.3	1.4	0.7	7.9
CNC(=O)c1c(NC(=O)CCS(=O)(=O)c2ccc(F)cc2)sc(C)c1C	97.0	-1.4	-0.9	-6.9	-1.2	1.3	4.8	-5.8	-3.9	7.3
C/C(=N\NC(=O)COc1cccc(Br)c1)c1ccc2c(c1)OCCO2	100.0	-1.0	0.1	0.1	17.2	11.9	-3.7	-2.4	-10.6	-0.2
O=C(O)CCn1nnc(-c2cccs2)n1	100.0	-2.2	0.6	-6.1	6.5	5.8	1.9	-4.1	2.5	-0.3
CCN(CC)C(=O)CSc1nc(COc2ccccc2)nc2ccccc12	100.0	-0.5	-2.2	0.8	8.9	2.9	4.8	-1.9	5.3	5.6
N#CC1C(=O)NC(=O)C(C#N)C12CCCC(C(F)(F)F)C2 (centres undefined)	90.0	-2.1	-0.9	-2.4	-0.4	-5.2	9.5	-9.4	2.0	0.0
Fc1ccc(-n2cc(CNCCc3cccnc3)c(-c3ccccc3Cl)n2)cc1	93.0	0.3	-4.3	9.7	2.2	7.2	3.0	3.1	10.5	-8.0
COc1ccc(C(=O)N2CCCC2)cc1	102.0	-1.6	4.7	2.6	5.6	0.3	-0.9	-9.1	2.5	-5.0
O=C(c1ccc(NS(=O)(=O)c2cccc(C(F)(F)F)c2)cc1)N1CCCC1	92.0	-0.5	2.2	12.4	-4.3	-3.0	1.7	.	1.7	8.2
CS(=O)(=O)NCc1nnc(SCc2ccc(C(F)(F)F)cc2)o1	97.0	-1.7	0.4	-4.9	4.3	-2.5	2.4	-14.3	-4.7	-0.6
CCC1Oc2ccc(C)cc2N(CC(=O)N(Cc2ccc(C)o2)C2CC(C)(C)NC(C)(C)C2)C1=O (centres undefined)	99.0	2.7	-1.4	8.7	4.8	8.5	-11.4	-4.3	5.8	-0.2
CC(C)Cn1c(-c2ccc(Br)o2)n[nH]c1=S	104.0	-0.7	0.3	4.3	10.2	-4.9	8.4	-5.2	-6.5	-2.5
O=C(NCC(=O)N1CCCCC1)c1ccc2ccccc2c1	86.0	-0.1	-1.7	-7.9	3.3	-4.2	8.1	.	6.6	3.2
COCCCN1C(=O)C(=O)/C(=C(/O)c2ccccc2)C1c1ccc(N(C)C)cc1 (centres undefined)	99.0	2.3	0.7	-4.7	6.8	7.2	1.3	-8.5	2.6	2.9
CCC[C@@H](CN1CCC[C@H]1CN1C(N)=NC[C@H]1CC(C)C)N1C[C@@H](Cc2ccccc2)N(CCCC2CCCC2)C1=N	93.0	4.4	-0.7	-6.6	27.0	3.5	11.7	-1.8	18.8	-3.6
Brc1ccc(OCc2nnc(SCC3CCCCC3)o2)cc1	95.0	-2.7	3.2	2.2	5.5	-0.1	-10.5	-3.3	-3.9	-0.2
O=C(O)c1ccc(Cl)c(NCc2cccnc2)c1	99.0	-1.1	-0.4	-10.8	-0.3	-8.4	0.1	-4.6	0.3	0.7
Clc1nn2cnnc2c2ccccc12	98.0	-2.4	-2.8	-6.1	3.7	-2.6	5.8	-6.1	8.0	8.2
COc1ccc(CC(=O)Nc2ccc(C(=O)NCC(C)C)cc2)cc1	99.0	-0.5	-2.0	-5.7	-6.5	-4.0	-4.0	-5.8	7.3	-2.4
CC(=O)Nc1ccc(CN(C)c2c(C)nc3ccc(C(=O)N(C)Cc4ccccc4)cn23)cc1	112.0	-0.1	-0.6	3.3	3.0	-10.4	-0.6	-4.8	7.9	-4.2
CSc1ccccc1NC(=O)C1CCCN(S(C)(=O)=O)C1 (centres undefined)	107.0	2.1	1.4	-2.6	-0.8	-1.9	4.2	-1.4	0.5	2.8
COc1ccc(CCNC(=O)Cn2nc(C)n3nc(-c4ccccc4)cc3c2=O)cc1OC	93.0	-2.6	1.4	11.8	2.6	-0.4	-5.1	-2.6	2.6	-1.0
O=[N+]([O-])c1cccc(-c2ccc(C(=S)N3CCN(c4ccccc4)CC3)o2)c1	107.0	2.0	1.8	2.5	13.1	-0.9	-3.3	-0.3	-1.6	-1.6
CCCCn1c(N)c(N(CCC(C)C)C(=O)c2cc(Cl)nc3ccccc23)c(=O)[nH]c1=O	91.0	-0.9	-0.5	2.1	4.1	6.4	8.7	-4.7	18.6	0.7
Cc1ccc(S(=O)(=O)NCCC(=O)N2CCN(c3ccccc3)CC2)cc1C	96.0	0.1	-1.8	8.2	-4.1	-5.3	2.7	.	4.3	3.2

Among those listed so far, 3 have a COOH group:
SMILES	ABCB6 inh 2	MC4R ag barr	N-glyco inh	PDI turbidity	MC4R antagonist	Granule exo inh	H9c2 protect	CaV13 FRET inh	ABHD5-PLIN5 inh	HTR2A ag
O=C(O)C1Cc2ccccc2CN1C(=O)COc1ccc(Cl)cc1Cl (centres undefined)	101.0	1.3	1.8	-0.1	5.5	-1.4	-2.3	1.4	0.7	7.9
O=C(O)CCn1nnc(-c2cccs2)n1	100.0	-2.2	0.6	-6.1	6.5	5.8	1.9	-4.1	2.5	-0.3
O=C(O)c1ccc(Cl)c(NCc2cccnc2)c1	99.0	-1.1	-0.4	-10.8	-0.3	-8.4	0.1	-4.6	0.3	0.7

(more compounds)
SMILES	ABCB6 inh 2	MC4R ag barr	N-glyco inh	PDI turbidity	MC4R antagonist	Granule exo inh	H9c2 protect	CaV13 FRET inh	ABHD5-PLIN5 inh	HTR2A ag
COc1ccccc1CNC(=O)c1oc2ccccc2c1C	97.0	-3.5	-0.3	-8.1	-2.9	0.3	2.6	.	3.5	-6.3
COc1ccc(NC(=O)CCNC(=O)N2CC(=O)Nc3ccccc32)c(OC)c1	102.0	-0.6	6.5	2.3	19.5	-1.3	-3.8	-13.5	-0.4	-9.3
C=CCOc1c(Br)cc(CNn2nnnc2N)cc1OCC	92.0	-0.6	-0.4	-3.0	9.1	-1.2	-5.0	-5.2	1.1	-1.5
CCN(CC)C(=O)CSc1nnc(-c2ccncc2)n1N	103.0	-1.6	2.0	-8.1	2.1	-5.8	6.6	-3.6	1.4	5.3
C/C(=N/NC(=O)c1ccc(Br)o1)c1cccc(NC(=O)c2ccc(F)cc2)c1	96.0	-0.1	-0.1	-3.8	10.2	3.1	29.0	.	2.3	-7.2
CNC(=S)Nc1ccc([N+](=O)[O-])c(C)c1	96.0	-1.8	-0.4	4.2	1.3	-3.7	-7.2	-13.9	2.7	-1.2
COc1ccc(COC(=O)c2cccc(S(=O)(=O)N3CCN(C(C)=O)CC3)c2)cc1F	94.0	-0.2	0.4	1.5	8.6	-4.8	-10.7	-5.9	-6.6	4.8
C[C@@H]1CN([C@H](C)CO)C(=O)CCCn2nncc2CO[C@@H]1CN(C)C(=O)Cc1ccccc1	99.0	-0.8	-0.4	-2.2	2.0	-1.7	-0.7	-6.0	6.4	2.2
O=C(Nc1cccc(S(=O)(=O)N2CCOCC2)c1)c1ccco1	97.0	-1.0	1.4	4.0	14.2	2.4	3.1	-4.3	-1.9	0.0
Cc1nc2ccc(NC(=O)c3cccc(S(=O)(=O)N(C)c4ccccc4)c3)cc2s1	94.0	-3.2	-7.8	-0.5	11.8	-10.3	-18.4	.	0.1	-0.2
Cc1ccc(NC2CCCN(C(=O)c3ccc4[nH]ccc4c3)C2)cc1C (centres undefined)	89.0	-3.4	0.6	2.4	16.0	-0.7	-4.5	-5.8	1.5	-5.8
CC(C)(C)c1ccc(OCCC(=O)OCC(=O)Nc2ccc(N3CCOCC3)cc2)cc1	102.0	-1.7	0.2	-2.0	7.9	16.2	-3.6	-7.0	-2.3	-0.4
Cc1ccc(CNC(=O)C2CCCN2S(=O)(=O)c2ccc3c(c2)C(C)(C)C(=O)N3C)cc1 (centres undefined)	95.0	-1.4	-0.9	-3.7	3.7	1.4	3.6	-5.2	4.1	1.2
O=C(C1CCCN(S(=O)(=O)Cc2ccccc2)C1)N1CCc2ccccc21 (centres undefined)	92.0	-1.4	2.8	24.8	7.8	-3.6	-1.6	-5.5	3.7	-1.6
Cc1c(CCOC(=O)CC23CC4CC(CC(C)(C4)C2)C3)sc[n+]1Cc1ccc([N+](=O)[O-])cc1	92.0&104.0	3.2&0.5	4.6&8.3	3.7&26.1	13.3&14.7	10.7&1.0	2.9&-2.6	-5.2	24.3*!	-4.6&-2.9

Compound profiles (already shown).
CCN(CC)C(=O)CSc1nc(COc2ccccc2)nc2ccccc12 in the list: ABCB6 inh 2: 100.0; MC4R ag barr: -0.5; N-glyco inh: -2.2; PDI turbidity: 0.8; MC4R antagonist: 8.9; Granule exo inh: 2.9; H9c2 protect: 4.8; CaV13 FRET inh: -1.9; ABHD5-PLIN5 inh: 5.3; HTR2A ag: 5.6
CNC(=O)c1c(NC(=O)CCS(=O)(=O)c2ccc(F)cc2)sc(C)c1C in the list: ABCB6 inh 2: 97.0; MC4R ag barr: -1.4; N-glyco inh: -0.9; PDI turbidity: -6.9; MC4R antagonist: -1.2; Granule exo inh: 1.3; H9c2 protect: 4.8; CaV13 FRET inh: -5.8; ABHD5-PLIN5 inh: -3.9; HTR2A ag: 7.3

Compounds as they come. About 4.2% of those tested had a hit in this group.
